# High-throughput results (PubChem)
# RAD54 inh – blocks human RAD54 Holliday junction branch migration; Q92698; FAM/BHQ fluorescence; inhibition, % at 10.4 µM; hit rate 0.14% among 360,000; AID 602329;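 active means mean normalized replicate activity at least 40 and at least half of replicates scoring 40 or more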;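 further: 0% = median of neutral control wells and 100% = median of positive control wells; inhibitors cause a drop in the FAM fluorescence signal; in these data hits start at about 50%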
# Target sequence (Q92698 whole entry, looked up): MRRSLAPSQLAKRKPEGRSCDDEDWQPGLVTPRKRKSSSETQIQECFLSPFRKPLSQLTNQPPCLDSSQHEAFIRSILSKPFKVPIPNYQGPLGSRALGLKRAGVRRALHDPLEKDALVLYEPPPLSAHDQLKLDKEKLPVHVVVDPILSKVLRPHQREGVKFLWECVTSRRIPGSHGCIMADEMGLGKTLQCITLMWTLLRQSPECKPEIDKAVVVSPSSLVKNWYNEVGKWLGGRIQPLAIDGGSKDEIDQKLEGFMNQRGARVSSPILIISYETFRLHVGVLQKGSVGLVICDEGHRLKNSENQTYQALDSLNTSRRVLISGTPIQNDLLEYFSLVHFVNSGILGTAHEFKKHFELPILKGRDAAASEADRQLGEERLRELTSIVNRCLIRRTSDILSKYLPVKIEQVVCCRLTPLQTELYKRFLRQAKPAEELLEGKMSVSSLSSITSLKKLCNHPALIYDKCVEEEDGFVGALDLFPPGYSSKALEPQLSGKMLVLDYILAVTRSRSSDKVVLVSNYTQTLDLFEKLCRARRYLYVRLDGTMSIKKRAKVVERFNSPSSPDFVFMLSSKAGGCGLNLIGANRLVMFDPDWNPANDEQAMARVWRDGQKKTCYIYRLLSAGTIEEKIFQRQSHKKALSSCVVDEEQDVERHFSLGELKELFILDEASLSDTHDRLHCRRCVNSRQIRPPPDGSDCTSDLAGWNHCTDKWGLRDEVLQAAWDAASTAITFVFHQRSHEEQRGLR
# E-sel inducer – E-selectin induction on HUVECs; HUVEC E-selectin immunofluorescence imaging; normalized: neutral wells 0, TNF-alpha wells 100; activation, % at 7.58 µM; hit rate 0.37% among 260,000;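 active means mean E-selectin-positive cell signal at least 10% of the positive control, reached in at least 60% of replicates, without over 20% cell loss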;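 further: in these data hits start at about 27%; measured in HUVEC primary endothelial cells; signal is the percent of cells scored E-selectin positive by PE staining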
#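 System: HUVEC, human umbilical vein endothelial cells; quantity: 3,000 cells/well; buffer or medium: EGM-2 medium, gelatin-coated wells; dosing: single-point compound dose; detection: immunofluorescence imaging; evaluation: % PE-positive cells; benchmarks: TNF-alpha, DMSO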
# S100A4 MyoIIA – inhibitors of human S100A4 binding to myosin IIA peptide | P26447 | hit rate 0.14% among 360,000 | S100A4/TAMRA-MyoIIA peptide fluorescence polarization | inhibition, % at 10.7 µM;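 active means mean inhibition of at least 70% across replicates, with every replicate also reaching that level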
# Target sequence (P26447 whole entry, looked up): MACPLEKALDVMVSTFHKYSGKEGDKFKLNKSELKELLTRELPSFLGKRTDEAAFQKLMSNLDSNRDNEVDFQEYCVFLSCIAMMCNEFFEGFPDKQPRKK
#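 Test system: S100A4 monomer protein. Medium: HEPES buffer with Ca2+, pH 7.2. Reagent: fluorescent myosin IIA peptide, 5 nM. Compound dosing: single-point compound testing. Timing: 5 min between mix addition and reading. Benchmarks: DMSO neutral and TFP positive wells.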
# ERAP1 HTS inh – inhibitors of human ERAP1 aminopeptidase; AID 652197; recombinant ERAP1, Leu-AMC fluorescence, 60 min; inhibition, % at 10.7 µM; Q9NZ08; hit rate 0.15% among 340,000;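 active means mean replicate inhibition of at least 30%, or all replicates individually reaching that 30% level; inactive means mean below 30% and not every replicate reaching it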;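 further: 0% = neutral control wells and 100% = L-leucinethiol positive control wells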
# esBAF inh – inhibitors of esBAF chromatin remodeling in mouse ES cells; Bmi1-luciferase knock-in reporter, 24 h; 100% = twice the neutral-well signal; reporter increase, % at 12.5 µM; hit rate 2% among 350,000; AID 602393; in the data active means activation above about 40%;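 further: 0% = median of the plate's neutral control wells and 100% = double that signal; a rise in the Bmi1 reporter signal indicates esBAF inhibition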
# RAD52 anneal inh – RAD52 (human) annealing inhibition; P43351; recombinant RAD52 DNA annealing, FRET fluorescence; inhibition, % at 18.7 µM; hit rate 0.46% among 360,000;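 active means every replicate showing at least 50% inhibition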
# XiGFP reactiv – reactivates the inactive X chromosome in mouse fibroblasts | XiGFP mouse fibroblasts, % GFP-positive cells imaging, 3 d; cells co-treated with 5-aza-dC sensitizer; scaled so ellipticine positive control = 100% | activation, % at 7.58 µM | hit rate 0.055% among 360,000 | AID 743238;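 active means mean normalized replicate activation at least 10% and every replicate at or above 10%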;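 further: 0% = median of on-plate neutral control wells and 100% = ellipticine 6 µM median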
#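 Material: SV40-immortalized XiGFP fibroblast cells, line 68-5-11 | Buffer or medium: DMEM containing 5-aza-dC | Dosing: One concentration, pinned | Times: 3 d treatment, 15 min room-temperature fixation | Controls: Ellipticine 6 µM positive control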
# ERp5 block – blocks human ERp5 reductase activity on insulin; Q15084; inhibition, % at 9.99 µM; hit rate 0.05% among 350,000; ERp5 insulin aggregation, absorbance 650 nm, 90 min;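 active means mean replicate inhibition above about 25%, with every replicate also reaching it, limit read from the data, passing the limit was not always enough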
# Active calls of the source: *; x = not tested or not shown.
(1) Cc1cc2c(cc1S(=O)(=O)N1CC(C)CC(C)C1)OCC(=O)N2 (configuration not stated)
(2) Cc1ccccc1N1CCN(C2CCCN(C(=O)CCc3c(C)noc3C)C2)CC1 (configuration not stated)
(3) CC1=C(C(=O)OC(C)C)C(c2ccc(O)cc2)NC(=O)N1 (configuration not stated)
(4) CNC(=O)C[C@H]1CC[C@@H]2[C@@H](COc3ccc(NC(=O)Nc4ccccc4F)cc3C(=O)N2C)O1
(5) O=C(c1ccccc1F)N1CC[C@@H]2[C@H]1c1cc(C#Cc3ccccc3F)ccc1N[C@@H]2CO
(6) Cc1ccc2oc(=O)c3cnn(CC(=O)NCCCOC(C)C)c3c2c1
(7) CCCCSc1nnc2c(n1)OC=Nc1ccccc1-2
(8) C[C@@H]1CN([C@H](C)CO)C(=O)c2cc(Br)cnc2O[C@@H]1CN(C)C(=O)c1ccccc1F
Compound	1	2	3	4	5	6	7	8
RAD54 inh	-7.5	3.3	-1.0	-13.1	2.1	-3.1	x	-2.5
E-sel inducer	-0.4	x	x	0.0	0.2	0.0	0.9	-0.5
S100A4 MyoIIA	-3.3	-0.5	3.0	4.2	-5.3	1.2	2.3	-8.9
ERAP1 HTS inh	5.8	1.0	-4.3	-0.7	-0.9	0.9	x	0.6
esBAF inh	5.1	9.9	-5.1	-1.1	0.6	1.4	9.6	-2.9
RAD52 anneal inh	-15.6	2.6	-14.5	11.1	-28.3	-3.5	-11.4	5.8
XiGFP reactiv	0.2	0.1	0.3	0.2	0.4	0.2	-0.3	-0.5
ERp5 block	5.1	8.2	1.2	-4.3	9.1	10.6	2.3	-4.4

# From compound 4 up to 8, copied from above:
(4) CNC(=O)C[C@H]1CC[C@@H]2[C@@H](COc3ccc(NC(=O)Nc4ccccc4F)cc3C(=O)N2C)O1
(5) O=C(c1ccccc1F)N1CC[C@@H]2[C@H]1c1cc(C#Cc3ccccc3F)ccc1N[C@@H]2CO
(6) Cc1ccc2oc(=O)c3cnn(CC(=O)NCCCOC(C)C)c3c2c1
(7) CCCCSc1nnc2c(n1)OC=Nc1ccccc1-2
(8) C[C@@H]1CN([C@H](C)CO)C(=O)c2cc(Br)cnc2O[C@@H]1CN(C)C(=O)c1ccccc1F
Compound	4	5	6	7	8
RAD54 inh	-13.1	2.1	-3.1	x	-2.5
E-sel inducer	0.0	0.2	0.0	0.9	-0.5
S100A4 MyoIIA	4.2	-5.3	1.2	2.3	-8.9
ERAP1 HTS inh	-0.7	-0.9	0.9	x	0.6
esBAF inh	-1.1	0.6	1.4	9.6	-2.9
RAD52 anneal inh	11.1	-28.3	-3.5	-11.4	5.8
XiGFP reactiv	0.2	0.4	0.2	-0.3	-0.5
ERp5 block	-4.3	9.1	10.6	2.3	-4.4

# (cont.)
(9) O=C(O)CCCN1C(=O)C2C3C=CC(C2C1=O)C1C(=O)N(CCCC(=O)O)C(=O)C31 (configuration not stated)
(10) C[C@@H]1CN([C@H](C)CO)C(=O)c2ccccc2-c2ccccc2CO[C@@H]1CN(C)Cc1cccc(O)c1
(11) Cc1ccc(-c2nnn(CC(=O)N(CCN3CCOCC3)C(C(=O)NC(C)(C)C)c3ccco3)n2)cc1 (configuration not stated)
(12) O=C(O)CC(c1ccc(Br)cc1)N1Cc2ccccc2C1=O (configuration not stated)
(13) CN(C)c1ccc(NC(=O)CSc2nc(N)c(C(=O)Nc3ccc(N(C)C)cc3)s2)cc1
(14) C[C@@H]1CN([C@@H](C)CO)C(=O)c2cccc(NS(=O)(=O)c3ccc(Cl)cc3)c2O[C@@H]1CN(C)C
(15) Cc1ccccc1OCC(=O)OC(C(=O)c1ccccc1)c1ccccc1 (configuration not stated)
(16) C[C@H]1CN([C@@H](C)CO)C(=O)c2cc(C3=CCCC3)cnc2O[C@@H]1CN(C)Cc1ccccn1
Compound	9	10	11	12	13	14	15	16
RAD54 inh	-1.9	-1.7	x	4.8	-1.8	9.7	0.1	-3.0
E-sel inducer	0.0	-0.1	x	x	x	-0.1	x	0.0
S100A4 MyoIIA	-4.7	0.1	-3.4	-3.7	7.3	0.1	-2.8	-10.7
ERAP1 HTS inh	-1.0	-1.3	-1.2	-1.8	4.8	x	5.9	-0.1
esBAF inh	-6.1	1.2	x	2.2	x	-6.0	x	4.9
RAD52 anneal inh	-6.7	-0.3	-7.5	-0.7	-10.3	-0.4	-2.4	-9.5
XiGFP reactiv	0.0	-1.0	0.1	0.1	x	0.4	0.4	-0.2
ERp5 block	-11.1	1.0	-16.0	-1.5	9.3	-4.6	-1.3	-0.6

(17) CC(=O)N1c2ccc(S(=O)(=O)N3CCC(C(=O)Nc4ccc(C)cn4)CC3)cc2CC1C (configuration not stated)
(18) O=C1C=C(c2ccccc2)C(O)(c2ccccc2)C1 (configuration not stated)
(19) CC(=O)Nc1cc2c(cc1NC(=O)Cn1nnc(-c3ccc(C)o3)n1)OCCO2
(20) CCCn1nnnc1NCc1ccc(F)cc1
(21) CO/N=C(\C(=O)N[C@@H]1C(=O)N2C(C(=O)O)=C(COC(N)=O)CS[C@H]12)c1ccco1
(22) C[C@H](CO)N1C[C@H](C)[C@H](CN(C)S(=O)(=O)c2ccccc2)Oc2ncccc2C1=O
(23) O=C(Cn1cccc1C(=O)c1ccccc1)NCc1ccc(F)cc1
(24) O=C(Nc1ccc(S(=O)(=O)N2CCOCC2)cc1)c1ccc([N+](=O)[O-])s1
Compound	17	18	19	20	21	22	23	24
RAD54 inh	7.0	4.2	x	x	4.0	4.5	8.3	-7.9
E-sel inducer	x	x	x	x	0.0	0.7	x	0.2
S100A4 MyoIIA	-3.5	-1.1	-1.6	-5.1	-2.2	4.4	-3.8	-3.7
ERAP1 HTS inh	-5.1	-1.0	-3.2	11.1	-1.8	2.1	-1.1	-0.8
esBAF inh	-4.4	8.2	x	0.3	4.0	-0.5	1.0	-23.2
RAD52 anneal inh	-12.4	-17.1	-15.8	-4.0	-38.1	-5.1	-4.1	-3.3
XiGFP reactiv	0.1	x	0.0	-0.1	-0.3	-0.1	0.3	0.0
ERp5 block	3.2	3.7	9.4	3.0	-1.7	-2.3	15.6	-0.4

(25) C[C@@H]1CCCCO[C@@H](CN(C)C(=O)c2ccccc2)[C@@H](C)CN([C@H](C)CO)C(=O)c2cc(NS(=O)(=O)c3cn(C)cn3)ccc2O1
(26) CCC1CCCCN1CCCNC(=O)c1nn(C)c2c1CS(=O)(=O)c1ccccc1-2 (configuration not stated)
(27) Cc1ccc2c(c1)C1CC(C)(O2)N(c2cccc(C(=O)NC3CCN(Cc4ccccc4)CC3)c2)C(=O)N1 (configuration not stated)
(28) O=C(Cc1cccc2ccccc12)Nc1ccc(O)cc1C(=O)O
(29) Cc1ccc(NS(=O)(=O)c2cccc(C(=O)NC3CCN(Cc4ccccc4)CC3)c2)c(C)c1
(30) O=C(COC(=O)c1ncc(Cl)c(Cl)c1Cl)NC1CCCCCC1
(31) Cc1noc(C)c1S(=O)(=O)N1[C@@H]2CNC[C@H]1C2c1ccc(-c2ccccc2)cc1 (some centres not stated)
(32) Cc1ccc(NC(=O)c2ccc(Cl)nc2)cc1S(=O)(=O)N1CCOCC1
Compound	25	26	27	28	29	30	31	32
RAD54 inh	-1.9	-5.8	5.8	6.7	-3.9	x	x	0.2
E-sel inducer	-0.1	x	x	x	-0.9	-1.5	0.3	0.4
S100A4 MyoIIA	-9.4	-22.1	51.1	-8.5	-19.4	2.4	-49.4	12.0
ERAP1 HTS inh	1.9	-2.8	-0.2	1.0	-1.6	2.1	3.9	4.5
esBAF inh	-1.4	-3.7	-1.2	-7.4	-7.0	-0.9	x	0.8
RAD52 anneal inh	-8.2	-9.1	0.3	-17.3	-22.2	10.1	17.1	-2.8
XiGFP reactiv	0.2	0.0	0.4	0.0	0.0	-0.1	0.0	0.2
ERp5 block	3.2	2.7	0.4	11.2	5.0	-7.1	5.6	-3.2

(33) COc1ccc(CCN(C)Cc2ccc(C(=O)Nc3ccccc3)cc2)cc1OC
(34) O=C(NC1CCCCCC1)c1nnc(Cc2ccc(Cl)cc2)o1
(35) COCCCNC(=O)c1cc(S(=O)(=O)N2CCOCC2)ccc1SCc1cccc(OC)c1OC
(36) Cc1ccc(C(=O)NCCN2CCC(n3c(=O)[nH]c4ccccc43)CC2)cc1C
(37) COc1ccccc1N(Cc1ccccc1)S(=O)(=O)c1cccc(C(=O)NCC2CCCO2)c1 (configuration not stated)
(38) COCC(=O)Nc1ccc2c(c1)[C@@H]1C[C@H](CC(=O)NCCc3ccccc3)O[C@@H](CO)[C@@H]1O2
(39) Cc1ccccc1C(=O)NNC(=O)c1cccn1C
(40) O=C(Nc1ccc(C(F)(F)F)cc1)N[C@@H]1CC[C@@H](CCn2cc(C3(O)CCCC3)nn2)O[C@H]1CO
Compound	33	34	35	36	37	38	39	40
RAD54 inh	-4.1	-1.7	x	x	-3.7	-9.0	-11.2	-3.3
E-sel inducer	0.1	-0.2	2.0	0.0	x	0.0	x	0.0
S100A4 MyoIIA	-9.5	-8.3	-0.7	-12.0	-5.0	10.8	2.5	x
ERAP1 HTS inh	-1.8	6.8	2.1	-7.6	-2.1	7.1	-2.6	x
esBAF inh	-2.2	-3.8	x	x	9.8	-1.7	x	-26.1
RAD52 anneal inh	3.5	-2.8	-4.5	1.0	-2.3	-3.4	-10.7	-2.4
XiGFP reactiv	0.1	0.1	0.1	0.5	-0.1	1.8	-0.1	-0.2
ERp5 block	0.5	0.6	0.5	-5.7	0.9	-9.3	0.2	x

(41) O=C(NCCc1ccccc1)C1Cc2c(-c3ccccc3Oc3ccccc3)ccnc2O1 (configuration not stated)
(42) CN1C(=O)c2cc(NC(=O)Nc3ccc(Cl)cc3)ccc2OC[C@@H]2O[C@@H](CC(=O)O)CC[C@H]21
(43) CO[C@@H]1CN(C)C(=O)c2cc(NC(C)=O)ccc2OC[C@H](C)N(C(=O)C2CC2)C[C@H]1C
(44) CN(CC(=O)Nc1ccc(N2CCOCC2)cc1)C(=O)c1ccc(CS(C)(=O)=O)cc1
(45) CN(C)c1oc(-c2ccco2)nc1S(=O)(=O)c1ccc(Br)cc1
(46) COc1ccccc1CN(C)C[C@@H]1OCc2ccccc2-c2c(n(C)c3ccccc23)C(=O)N([C@H](C)CO)C[C@@H]1C
(47) COc1ccc(-c2ccc3c(c2)O[C@H](CN(C)C(=O)c2ccccc2F)[C@H](C)CN([C@H](C)CO)S3(=O)=O)cc1
(48) CC(=O)c1c(C)[nH]c(C(=O)NNC(=O)COc2cc(C)cc(C)c2)c1C
(49) O=C(CN1CCCC1c1cccs1)Nc1cc(S(=O)(=O)N2CCCC2)ccc1Cl (configuration not stated)
(50) C[C@H](CO)N1C[C@H](C)[C@H](CN(C)C(=O)NC2CCCCC2)Oc2c(NC(=O)c3nc4ccccc4s3)cccc2C1=O
Compound	41	42	43	44	45	46	47	48	49	50
RAD54 inh	5.4	-7.6	1.6	-1.7	-12.8	x	-8.0	-18.6	-1.1	-1.1
E-sel inducer	0.1	0.1	0.3	-0.3	x	0.6	-0.1	-0.1	-0.3	-1.9
S100A4 MyoIIA	-3.9	-20.8	4.5	-3.6	-23.0	11.5	-1.0	2.3	-7.3	-13.3
ERAP1 HTS inh	-2.1	-0.3	2.0	3.0	1.3	-1.3	-0.7	0.4	-1.7	-0.8
esBAF inh	1.0	2.7	0.3	-5.0	-1.2	x	0.9	-0.7	3.3	14.9
RAD52 anneal inh	-18.9	-7.8	8.1	-3.7	-19.4	20.1	0.1	-6.7	-4.7	31.4
XiGFP reactiv	0.1	0.3	-0.2	0.0	0.0	0.0	-0.1	0.0	0.0	0.4
ERp5 block	-2.2	1.7	2.8	0.2	4.6	-0.1	-0.9	14.4	-0.4	3.6
